# Bioassay records deposited in PubChem BioAssay by National Center for Advancing Translational Sciences (NCATS).
# Mito fusion yeast – inhibitors of mitochondrial division or activators of mitochondrial fusion; Potency, µM (doses to about 46.1 µM), for inactives: at the top dose growth rescue (activation), usual class: activators; S. cerevisiae fusion-defective mutant growth rescue, CellTiterGlo 48 h; 320,000 tested, 0.23% active;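 further: potency means the concentration at half of the fitted maximal effect; % of control where 0% means no effect; nearly all actives have a fitted effect of over 45% in size; temperature-sensitive fusion mutants such as fzo1-1 at 37 °C on non-fermentable ethanol glycerol medium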
#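 Compounds are tested for their ability to restore growth of mitochondrial fusion-defective yeast strains at non-permissive 37C in YPEG medium over 48 hours. Viability is quantified by luciferase luminescence.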
# ELG1 DNA repair – inhibitors of ELG1-dependent DNA repair in HEK293T cells. HEK293T ELG1-luciferase reporter, luminescence, 16 h; DNA damage induced by 5-fluorouridine. Potency, µM (titrated, usually from 46.1 µM), for inactives: at the top dose activity change, negative = inhibition, actives largely listed as inhibitors. 330,000 tested, 2.3% active. AID 504467; further: potency means the concentration at half of the fitted maximal effect; on the % scale 0 is the no-effect control and ±100 the full control effect; nearly all actives have a fitted effect of over 55% in size
#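 Luminescence from the luciferase reporter, measured 30 min after ONE-Glo reagent at room temperature, was the read-out. Beforehand, 2,000 cells per well were exposed for 16 hr at 37 °C to 5-fluorouridine together with compound or vehicle.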
# KCNH2 WT inh – KCNH2 (human, wildtype) channel inhibition | Q12809 | U2OS, BacMam KCNH2, thallium flux FluxOr; stronger effect = lower value | activity change, % at 1.84 µM | 340,000 tested, 0.37% active;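 active means maximum activity change below -70%; inconclusive means maximum activity change between -70% and -50%; inactive means maximum activity change above -50%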; further: on the % scale 0 is the no-effect control and ±100 the full control effect
#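 U2OS cells transduced with wild-type KCNH2 virus are loaded with FluxOr dye for 45 min, and thallium flux is measured in kinetic reads before and after stimulation buffer. Rate constants are normalized to DMSO controls.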
# TSHR antag – antagonists of human thyroid stimulating hormone receptor; P16473; TSHR-expressing cells, TSH-stimulated cAMP HTRF, 2 h; stronger effect = lower value; activity change, negative = inhibition, % at 11.5 µM; 330,000 tested, 0.2% active;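 active means activity change below a set negative limit, meaning inhibition stronger than a set level, cut at about -70% in these data; inconclusive means activity change between two set negative limits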; further: on the % scale 0 is the no-effect control and ±100 the full control effect
#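 Cell-based HTRF cAMP assay; TSHR cells + compound, TSH EC80 (4nM final), 2 h, 37 deg C. Lysis with anti-cAMP cryptate and cAMP-d2, 30 min RT, read 665/620 nm.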
# TRPV1 ag – human TRPV1 agonism. activation, % at 8.33 µM. Q8NER1. TRPV1-expressing cells, Fluo-8 calcium influx, agonist mode. 320,000 tested, 0.19% active; in the data active means activation above about 80%; inconclusive means between about 30% and that limit; further: 0% is about no effect
#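 Fluo-8 calcium influx in TRPV1-expressing cells, kinetic read (ex 480/em 520 nm). Compound added and read 3 min for agonist activity, followed by capsaicin at EC20 final and 2 min further read for enhancement.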
# Eya2 inh – Eya2 (human) phosphatase inhibition. recombinant Eya2, OMFP fluorescence dephosphorylation (OMFP is methylfluorescein phosphate). Potency, µM (highest dose often 76.9 µM), inactives show top-dose activity, negative = inhibition, hits mostly inhibitors. 330,000 tested, 0.006% active; further: potency means the concentration at half of the fitted maximal effect; on the % scale 0 is the no-effect control and ±100 the full control effect
# Target sequence (O00167 whole entry, looked up): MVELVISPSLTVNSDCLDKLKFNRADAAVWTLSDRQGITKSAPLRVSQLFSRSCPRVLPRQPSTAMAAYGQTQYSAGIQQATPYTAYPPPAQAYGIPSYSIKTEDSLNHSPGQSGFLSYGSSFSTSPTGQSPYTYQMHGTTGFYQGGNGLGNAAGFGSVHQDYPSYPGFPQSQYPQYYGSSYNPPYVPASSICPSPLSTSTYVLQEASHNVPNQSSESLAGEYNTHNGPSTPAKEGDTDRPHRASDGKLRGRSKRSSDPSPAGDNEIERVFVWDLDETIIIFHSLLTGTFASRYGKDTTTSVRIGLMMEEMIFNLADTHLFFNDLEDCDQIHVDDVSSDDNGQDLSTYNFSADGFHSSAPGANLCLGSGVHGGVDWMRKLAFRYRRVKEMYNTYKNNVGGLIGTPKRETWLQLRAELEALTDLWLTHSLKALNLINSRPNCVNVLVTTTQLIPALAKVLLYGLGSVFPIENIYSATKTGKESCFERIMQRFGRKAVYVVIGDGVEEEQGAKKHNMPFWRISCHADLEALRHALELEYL
#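 Eya2 (0.2 uM) preincubated 10 min at ambient with compound, then OMFP substrate added at 50 uM; 10 min reaction in 50 mM HEPES pH 7.5, 50 mM NaCl, 5 uM MgCl2, 0.05% BSA, 1 mM DTT. Fluorescence read at Ex 485/Em 525 nm.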
# TCR activator – activators of T cell receptors. 330,000 tested, under 10 active. Potency, µM (doses to about 9.22 µM), for inactives: top-dose activation of IL-2 secretion, usual class: activators. AID 504894. primary human leukocytes, anti-CD3, IL-2 HTRF, 48 h; further: % of control where 0% means no effect
#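 HTRF read-out of IL-2 secretion: europium cryptate donor excited at 320nm, d2 acceptor emission at 665nm. Cells were primary human leukocytes incubated 48 hr with compounds and a-CD3 beads, supplying TCR signal only.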
# AT treatment – potential ataxia-telangiectasia treatments restoring KAP-1 phosphorylation; […] A-T fibroblasts, KAP-1 phosphorylation AlphaLISA; neocarzinostatin DNA damage 30 min before lysis; Potency, µM (series often up to 57.5 µM), without a hit: at the top dose activation, hits mostly activators; 320,000 tested, 0.19% active; AID 485349; further: potency means the concentration at half of the fitted maximal effect; % of control where 0% means no effect; nearly all actives have a fitted effect of over 45% in size
#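 ATM-like activity read as KAP-1 phosphorylation via AlphaLISA donor/acceptor antibody pairs after lysis and 6 hr at 25C. Cells were ATM-null patient fibroblasts ([…], hTERT), dosed 60 min, then exposed to the DSB inducer NCS for 30 min.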
# USP2a inh – blocks human ubiquitin-specific protease USP2a; O75604; USP2 core, Ub-CHOP2 coupled fluorogenic reporter, 485/531; Potency, µM (series often up to 38.3 µM), for inactives: at the top dose activity change, negative = inhibition, hits mostly inhibitors; 330,000 tested, 0.01% active;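 further: potency means the concentration at half of the fitted maximal effect; plate controls were DMSO wells for no effect and full inhibition by NEM control for full effect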
# Target sequence (O75604 whole entry, looked up): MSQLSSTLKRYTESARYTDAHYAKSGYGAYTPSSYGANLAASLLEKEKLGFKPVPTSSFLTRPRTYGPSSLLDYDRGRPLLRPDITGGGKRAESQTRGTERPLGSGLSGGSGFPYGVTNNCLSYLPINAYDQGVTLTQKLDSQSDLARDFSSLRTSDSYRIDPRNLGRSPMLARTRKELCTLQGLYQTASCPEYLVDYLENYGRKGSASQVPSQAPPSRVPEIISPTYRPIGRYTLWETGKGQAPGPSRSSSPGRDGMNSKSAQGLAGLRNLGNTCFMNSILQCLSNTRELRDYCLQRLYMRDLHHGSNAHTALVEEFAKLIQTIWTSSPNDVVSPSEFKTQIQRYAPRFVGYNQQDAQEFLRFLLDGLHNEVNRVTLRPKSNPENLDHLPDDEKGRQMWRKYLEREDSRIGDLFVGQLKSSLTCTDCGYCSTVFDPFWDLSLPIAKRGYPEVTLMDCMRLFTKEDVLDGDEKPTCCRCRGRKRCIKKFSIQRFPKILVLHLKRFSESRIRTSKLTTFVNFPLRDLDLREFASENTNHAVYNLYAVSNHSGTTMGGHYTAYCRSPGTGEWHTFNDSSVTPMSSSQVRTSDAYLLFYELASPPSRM
#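 Deubiquitinase activity read as fluorescence (485/531 nm) after Ub-CHOP2 cleavage activates the enterokinase reporter on its substrate; USP2 core 10nM, Ub-CHOP2 and substrate 25nM each, 30min compound preincubation then 60min RT; data normalized to NEM, curves fitted.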
# KCNH2 3.1 block – inhibitors of human KCNH2 3.1 potassium channel isoform; U2OS KCNH2 3.1, thallium flux FluxOr; stronger effect = lower value; activity change, % (tested at about 1.8 µM); 340,000 tested, 0.95% active;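 active means maximum activity change below -70%; inconclusive means maximum activity change from -70% to -50%; inactive means maximum activity change above -50%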;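 further: thallium influx rate constant from kinetic fluorescence after stimulation buffer; on the % scale 0 is the no-effect control and ±100 the full control effect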
#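 Channel expression came from 3.1 mutant virus (1.77 x 10^8 /mL) applied to suspended U2OS cells for 4 h. Flux was tracked with FluxOr dye plus Red40 quencher, and kinetic rate constants normalized to controls.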
# Numbers without * were called inactive; ? = inconclusive; . = not tested or not shown; [ ] = remark or other dose. Unless noted, the call rests on the fitted dose curve; in most records, active means well fitted curve in the direction sought with a large enough effect; inconclusive means small, poorly fitted or top-dose-only effect, or another doubt; inactive means no such curve, though single readings can be large; an effect the other way counts as inactive or inconclusive.
SMILES,Mito fusion yeast,ELG1 DNA repair,KCNH2 WT inh,TSHR antag,TRPV1 ag,Eya2 inh,TCR activator,AT treatment,USP2a inh,KCNH2 3.1 block
Cc1c(F)cccc1NC(=O)CCCCCC1NC(=O)NC1C (stereo not drawn),-5%,9%,-23,17,6,2%,0%,0%,9%,12
CCOC(=O)c1ccc(S(=O)(=O)N2CCN(C(C)=O)CC2)cc1,0%,9%,-8,2,-3,0%,6%,-6%,3%,0
COC(=O)c1ccc(CSc2nc3sc(C(=O)O)c(C)c3c(=O)[nH]2)cc1,-5%,8%,-5,-8,2,-5%,0%,1%,-1%,2
O=C(COc1ccc(Cl)cc1)Nc1cc(NC(=O)COc2ccc(Cl)cc2)cc(C(=O)O)c1,-2%,-13%,-1,-28,9,12%,.,6%,5%,-6
CCCCN(CCCC)CCCNC(=O)CC1Oc2ccc(C)cc2NC1=O (stereo not drawn),-3%,2%,22,7,8,-15%,.,0%,-1%,-24
Cc1ccccc1N=C1NC(=O)CC(c2ccccc2)S1 (stereo not drawn),25%,14%,2,-3,0,2%,-3%,-1%,0%,-1
CC(C)(C)NC(=O)CC1C[C@H](C(=O)N2CCCCC2)[C@@]2(C)c3[nH]c4ccccc4c3CCN2C1=O (stereo partly drawn),.,-2%,-3,8,.,-5%,4%,17%,0%,0
CCNc1nc(NCC)nc(N(n2cnnc2)S(=O)(=O)c2ccc(C)cc2)n1,-2%,7%,13,5,1,-3%,1%[46.1 µM],10%,3%,2
COCC(=O)Nc1cc(Cl)c(OC)cc1OC,4%,14%,-1,12,-7,-5%,3%[46.1 µM],-12%,0%,-10
COCc1cc(=O)[nH]c2cc(NC(=O)C(F)(F)F)c(C)cc12,1%,7%,5,2,-1,4%,1%,5%,5%,-18
O=S(=O)(N(Cc1ccccc1)[C@@H](CO)Cc1ccccc1)N(Cc1ccccc1)[C@@H](CO)Cc1ccccc1,.,12%,-1,0,.,-29%,13%,12%,4%,-47
CN(Cc1ccc(F)cc1)C(=O)c1cccc(S(=O)(=O)N2CCN(c3ccc(F)cc3)CC2)c1,0%,?,16,-1,7,-2%,4%,-4%,1%,-27

# Profiles, looked up by structure.
# Shown for `COCc1cc(=O)[nH]c2cc(NC(=O)C(F)(F)F)c(C)cc12` = Mito fusion yeast = 1%; ELG1 DNA repair = 7%; KCNH2 WT inh = 5; TSHR antag = 2; TRPV1 ag = -1; Eya2 inh = 4%; TCR activator = 1%; AT treatment = 5%; USP2a inh = 5%; KCNH2 3.1 block = -18
# Shown for `O=C(COc1ccc(Cl)cc1)Nc1cc(NC(=O)COc2ccc(Cl)cc2)cc(C(=O)O)c1` = Mito fusion yeast = -2%; ELG1 DNA repair = -13%; KCNH2 WT inh = -1; TSHR antag = -28; TRPV1 ag = 9; Eya2 inh = 12%; TCR activator = .; AT treatment = 6%; USP2a inh = 5%; KCNH2 3.1 block = -6
# Shown for `CCOC(=O)c1ccc(S(=O)(=O)N2CCN(C(C)=O)CC2)cc1` = Mito fusion yeast = 0%; ELG1 DNA repair = 9%; KCNH2 WT inh = -8; TSHR antag = 2; TRPV1 ag = -3; Eya2 inh = 0%; TCR activator = 6%; AT treatment = -6%; USP2a inh = 3%; KCNH2 3.1 block = 0

# More entries
SMILES,Mito fusion yeast,ELG1 DNA repair,KCNH2 WT inh,TSHR antag,TRPV1 ag,Eya2 inh,TCR activator,AT treatment,USP2a inh,KCNH2 3.1 block
Cc1cccnc1NC(=O)C(c1ccccc1)c1ccccc1,18%,?,6,1,-1,15%,5%,3%,0%,17
Cn1c(CC(=O)NCCO)c(Sc2ccccc2)c2ccccc21,2%,?,2,-8,17,-9%,1%,-1%,1%,-7
Cc1sc2nc(SCC(=O)Nc3ccc(S(N)(=O)=O)cc3)[nH]c(=O)c2c1C,0%,8%,-7,-8,-3,3%,4%,2%,1%,-8
CCOc1ccccc1-n1nnnc1SCC(=O)NCc1ccco1,0%,-4%,9,-5,-1,3%,1%,7%,-4%,-7
O=c1[nH]c2c(n(C3CCCCC3)c1=O)CCC2,6%,15%,-8,-9,-4,-29%,-1%,3%,3%,3
CC(=O)Nc1ccc(N(C(=O)c2ccco2)C(C(=O)NC2CCCC2)c2ccc(N(C)C)cc2)cc1 (stereo not drawn),10%,5%,-4,-10,0,-4%,-4%,-10%,3%,-2
COc1cccc(N2CCN(C(=O)c3ccc(-c4ccccc4)cc3)CC2)c1,2%,12%,4,-6,1,-4%,-3%,9%,0%,5
CCc1ccc(C(=O)NNc2ccc(S(N)(=O)=O)cc2)cc1,-2%,0%,-4,-7,-2,-14%,7%,-1%,-1%,6
CCCN1C2CCCC1CC(NC(=S)NCCCOCC)C2 (stereo not drawn),3%,6%,0,-6,2,19%,-7%,-1%,0%,-2
Cc1ccccc1-c1nc(-c2ccc(NC(=O)c3cccs3)cc2)no1,-1%,?,3,-9,6,-6%,20%,1%,-1%,3
Nc1ccc(C(=O)N2CCN(S(=O)(=O)c3ccc4c(c3)OCCO4)CC2)cc1[N+](=O)[O-],-1%,?,-1,2,0,-2%,-10%,2%,0%,-10
COc1ccccc1C(=O)Nn1c(C2CCC2)nc2ccccc2c1=O,1%,-20%,-20,-10,3,-1%,3%,15%,4%,-16
CCCCN(CC)Cc1ccc(CNC(=S)Nc2ccccc2F)o1,-3%,-6%,16,11,4,13%,-4%,-3%,1%,-5
COc1ccc(C(=O)COC(=O)CCCC(=O)NC2CCCCC2)cc1,2%,-4%,-6,30,16,-1%,0%,0%,0%,24
CC[C@@]1(C(=O)OC)N[C@H](CN(C)C(=O)COC)[C@@H]2C(=O)N(Cc3ccccc3)C(=O)[C@@H]21,.,16%,6,-5,.,6%,-1%,10%,1%,17
COc1ccc(CCN2CC(C(=O)N(C)CCOc3ccccc3)CCC2=O)cc1 (stereo not drawn),28%,5%,6,-6,-1,12%,1%,4%,2%,12
CCOC(=O)c1c(NC(=O)c2ccno2)c2cc([N+](=O)[O-])ccc2n1C,1%,18%,0,0,3,-25%,2%,-2%,9%,-23
CC(=O)c1cccc(NC(=O)NCc2cccs2)c1,-3%,-4%,5,3,22,12%,0%,11%,-1%,5
CCCCN(N=Nc1nonc1OC)c1nonc1OC,11%,10%,0,-11,2,23%,2%,9%,2%,-15
Cc1cc(-c2nnc(-c3ccccc3)c(-c3ccccc3)n2)c(C)o1,4%,-21%,-2,-9,6,-7%,-2%,-7%,2%,-2
O=C(Oc1cccc(-n2cnnn2)c1)C1CCCCC1,-3%,7%,0,-5,12,-4%,-3%,1%,0%,-23
O=C(CCc1ccccc1)NC(=S)Nc1cc(C(F)(F)F)ccc1N1CCOCC1,-20%,-15%,1,-2,6,5%,-6%,-2%,-2%,4
CC(C)c1ccc(-c2nnn(CCC(=O)O)n2)cc1,1%,22%,-1,-17,0,6%,-4%,1%,2%,-7
Cc1ccc(NS(=O)(=O)c2ccc3c(c2)CC(=O)N3)c(C)c1,1%,-8%,1,-5,4,9%,-3%,1%,0%,10
CCOC(=O)C1=C(C)N=c2s/c(=C\c3ccc(OC(C)=O)c(OCC)c3)c(=O)n2C1/C=C/c1ccccc1 (stereo not drawn),1%,-9%,22,-10,0,13%,6%,-4%,-1%,1
Cc1ccc(C(=O)N/N=C\c2ccc[nH]2)cc1[N+](=O)[O-],0%,2%,-1,.,?,-2%,6%,1%,1%,-4
CC(NC(=O)c1ccco1)c1nc(-c2ccc(Cl)cc2)no1 (stereo not drawn),?,-14%,-9,15,26,-5%,3%,3%,-1%,0
CCOc1ccc(NS(=O)(=O)c2ccc(C(=O)NCC3(N(C)C)CCCCC3)cc2)cc1,4%,?,10,14,5,19%,15%,1%,0%,-5
COCCN(C(=O)COC(=O)Cc1c[nH]c2ccccc12)c1c(N)n(Cc2ccccc2)c(=O)[nH]c1=O,-3%,2%,3,2,-1,14%,3%,-14%,2%,8
COC(=O)c1c(C)nc(C)c2c(=O)oc3ccccc3c12,13%,0%,0,16,-2,9%,-6%,22%,-2%,7
COc1ccccc1C(=O)NNC(=O)Cc1ccccc1,-3%,2%,11,-3,-3,13%,-1%,1%,1%,-16
CCOC(=O)N1CCC(Nc2ccc3nnc(-c4ccccc4)n3n2)CC1,1%,-19%,-9,-9,0,-7%,-1%,4%,-4%,17

# Part of the list above in order of count of non-hydrogen atoms, rising:
SMILES,Mito fusion yeast,ELG1 DNA repair,KCNH2 WT inh,TSHR antag,TRPV1 ag,Eya2 inh,TCR activator,AT treatment,USP2a inh,KCNH2 3.1 block
COC(=O)c1c(C)nc(C)c2c(=O)oc3ccccc3c12,13%,0%,0,16,-2,9%,-6%,22%,-2%,7
CCOC(=O)N1CCC(Nc2ccc3nnc(-c4ccccc4)n3n2)CC1,1%,-19%,-9,-9,0,-7%,-1%,4%,-4%,17
CCOC(=O)C1=C(C)N=c2s/c(=C\c3ccc(OC(C)=O)c(OCC)c3)c(=O)n2C1/C=C/c1ccccc1 (stereo not drawn),1%,-9%,22,-10,0,13%,6%,-4%,-1%,1

# Not all compounds are listed; the hit share may differ from the screen's.
